NPY2 pot ag: human NPY-Y2 potentiation or agonism, primary screen; P49146; AID 1359; cells expressing NPY-Y2, potentiator/agonist read-out; activation, % at 3.6 µM; actives 0.45% (n = 220,000); in the data active means activation above about 27%;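 further: cells stimulated with NPY near EC25 plus isoproterenol at EC100; 0% = vehicle plus submaximal agonist and 100% = vehicle plus saturating agonist; some results beyond the cut were filed as inactive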
Hck-Nef inh: inhibitors of human Hck kinase activated by Nef. P08631. inhibition, % at 20 µM. Recombinant Hck-YEEI plus Nef, Z-Lyte FRET kinase assay. actives 0.68% (n = 220,000);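 active means Hck-Nef kinase inhibition above about 50%, limit read from the data; inactive means inhibition below that limit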;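 further: 0% = DMSO with Hck plus Nef and 100% = Hck alone without Nef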
Runt-SMMHC FRET: Runt domain-CBFb-SMMHC interaction inhibition; Q01196+Q13951; AID 1434; actives 0.74% (n = 220,000); Cerulean-Runt/Venus-CBFb-SMMHC FRET ratio 530/480, 1 h; inhibition, % at 20 µM;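 active means mean inhibition across duplicate retests at 20 µM reaching about 50%, limit read from the data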;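 further: 0% = DMSO wells and 100% = wells with excess untagged CBFb-SMMHC; inhibitors lower the FRET ratio by blocking Runt binding to CBFb-SMMHC; some results filed as inactive read as strong as hits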
Target sequence (Q01196 whole entry, looked up, the tested form may be a part): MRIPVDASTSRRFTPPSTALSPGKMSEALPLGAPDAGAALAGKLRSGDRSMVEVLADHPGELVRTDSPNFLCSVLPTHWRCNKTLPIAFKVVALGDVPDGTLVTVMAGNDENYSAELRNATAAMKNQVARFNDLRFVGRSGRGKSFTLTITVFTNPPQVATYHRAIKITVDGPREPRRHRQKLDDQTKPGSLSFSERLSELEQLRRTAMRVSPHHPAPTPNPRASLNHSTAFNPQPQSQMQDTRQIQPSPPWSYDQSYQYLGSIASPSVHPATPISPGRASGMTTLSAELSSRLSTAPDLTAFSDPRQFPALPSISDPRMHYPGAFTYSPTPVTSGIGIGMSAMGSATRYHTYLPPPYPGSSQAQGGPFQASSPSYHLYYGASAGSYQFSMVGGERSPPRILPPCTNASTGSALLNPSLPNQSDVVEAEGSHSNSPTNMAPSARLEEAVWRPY
Target sequence (Q13951 whole entry, looked up, the tested form may be a part): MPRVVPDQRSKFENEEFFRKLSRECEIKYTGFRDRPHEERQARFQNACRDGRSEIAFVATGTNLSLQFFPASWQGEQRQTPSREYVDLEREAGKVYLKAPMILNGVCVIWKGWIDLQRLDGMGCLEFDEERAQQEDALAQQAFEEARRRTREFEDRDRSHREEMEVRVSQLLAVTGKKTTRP
p97 ATPase inh: inhibitors of human p97 ATPase; AID 1481; inhibition, % at 8 µM; recombinant p97 ATPase, Kinase-Glo ATP luminescence, 3 h; actives 0.42% (n = 220,000); in the data active means inhibition above about 15%;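 further: 0% = DMSO vehicle and 100% = wells lacking enzyme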
Mdm2 ligase inh: blocks human Mdm2 ubiquitin ligase activity | cell-based MDM2 ubiquitination luciferase reporter, 2 h; 0 = plate control, 100 = twice control, blank-subtracted | AID 1230 | Q00987 | signal enhancement, % at 5 µM | actives 0.11% (n = 210,000);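 active means signal enhancement of 30% or more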;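 further: luminescence tracks abundance of the self-degrading MDM2-luciferase fusion protein; higher signal means inhibition of MDM2 E3 ligase activity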
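Assay system: stable mammalian line carrying autodegrading MDM2–luciferase fusion reporter; Input: 2000 cells in each well; Compound dosing: single-point 5 µM; Schedule: 2 h compound exposure at 37 °C; Signal: SteadyLite luciferase luminescence after 15 min room-temperature reagent incubation; Evaluation: % luminescence enhancement versus blank-corrected plate control mean; Benchmarks: plate controls and plate blanks.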
Runt-CBFb FRET: blocks binding of human RUNX1 Runt domain to CBFb | inhibition, % at 20 µM | Q01196+Q13951 | Cerulean-Runt/Venus-CBFb FRET ratio 530/480, 1 h | actives 0.46% (n = 220,000) | AID 1496;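 active means inhibition over about 50% at 20 µM in the single-dose screen, limit read from the data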;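 further: 0% = DMSO wells and 100% = excess unlabeled CBFb competitor control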
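Assay system: Cerulean-tagged RUNX1 Runt domain (FRET donor) fusion protein / Amount: 100 nM each of Venus-CBFb and Cerulean-Runt domain / Medium: Tris buffer pH 7.5 with salts and BSA / Also added: Venus-CBFb 100 nM / Schedule: 1 h complex formation plus 1 h compound treatment, room temperature / Signal: FRET fluorescence / Read-out: loss of energy transfer signal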
NPY Y1 blocker: blocks the human neuropeptide Y Y1 receptor. actives 1% (n = 200,000). inhibition, % at 3.6 µM. HEK293-CNG Y1 cells, membrane potential fluorescence; NPY at EC95, then isoproterenol. AID 1040;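 active means inhibition above the campaign mean inhibition of all tested compounds plus 3 SD, cut at about 20% in these data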;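 further: 0% = DMSO wells given NPY plus isoproterenol and 100% = isoproterenol alone without NPY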
Target sequence (P25929 whole entry, looked up): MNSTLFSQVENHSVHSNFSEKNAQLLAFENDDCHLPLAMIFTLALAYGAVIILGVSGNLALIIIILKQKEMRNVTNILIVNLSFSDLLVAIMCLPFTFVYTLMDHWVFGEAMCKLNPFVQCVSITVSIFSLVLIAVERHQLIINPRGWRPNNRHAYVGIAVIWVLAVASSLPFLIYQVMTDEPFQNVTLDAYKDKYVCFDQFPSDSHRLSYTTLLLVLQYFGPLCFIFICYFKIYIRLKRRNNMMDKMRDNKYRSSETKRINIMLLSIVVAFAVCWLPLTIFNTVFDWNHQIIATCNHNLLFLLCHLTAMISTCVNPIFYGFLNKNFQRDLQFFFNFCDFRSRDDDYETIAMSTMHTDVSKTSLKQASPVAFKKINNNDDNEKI
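Benchmarks – high control isoproterenol alone, low control NPY with isoproterenol · Material – HEK293 Y1/CNG channel cell line · Times – dye 3 h, compound 60 min room temperature, stimulation 45 min · Probe or stimulus – NPY (25 nM), isoproterenol (1 µM), Ro 20-1724 (25 µM) · Evaluation – % inhibition of NPY effect · Signal – fluorescence, membrane potential probe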
NPY-Y1 PAM-ag: human NPY-Y1 potentiation or agonism, primary screen. actives 0.37% (n = 220,000). NPY-Y1 expressing cells, potentiator/agonist activation. activation, % at 3.6 µM. P25929; in the data active means activation above about 33%, passing the limit was not always enough;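 further: cells stimulated with NPY at EC10 then isoproterenol at EC100; 0% = low agonist plus stimulus and 100% = saturating agonist plus stimulus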
RBBP9 inhibitor: human RBBP9 hydrolase inhibition | recombinant RBBP9, FP-Rh probe fluorescence polarization | inhibition, % at 7.94 µM | actives 0.2% (n = 220,000) | AID 1515;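 active means inhibition above the campaign mean of all tested compounds plus 3 SD, cut at about 14% in these data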;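 further: plate controls were DMSO wells with RBBP9 for no effect and wells lacking RBBP9 protein for full effect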
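System: RBBP9 protein | Quantity: 2.5 µM RBBP9 dispensing solution, before mixing | Reagent: FP-Rh probe, 375 nM dispensing solution | Timing: Enzyme-compound preincubation 30 min, then probe labeling 45 min, 25 °C | Measured by: Fluorescence polarization | Read-out: % inhibition | Replication: One well per compound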
* hit, by the source's call; . = not tested or not shown.

NPY2 pot ag	Hck-Nef inh	Runt-SMMHC FRET	p97 ATPase inh	Mdm2 ligase inh	Runt-CBFb FRET	NPY Y1 blocker	NPY-Y1 PAM-ag	RBBP9 inhibitor	smiles
-13.5	-0.7	-2.2	-1.3	-15.5	-0.8	-0.2	-5.7	-7.2	CCOC(=O)c1cccc(NC(=O)CSc2nc(N)cc(N)n2)c1
10.0	0.9	1.3	-2.8	-13.4	-0.1	-6.1	12.2	-2.1	COc1ccc(Oc2nnc(C)c3ccccc23)cc1
-6.6	-1.8	3.0	-3.4	-13.5	-0.2	-4.8	-7.3	-7.8	CSc1cccc(NC(=O)C2CCCN(S(=O)(=O)c3ccc(F)cc3)C2)c1 (centres undefined)
17.1	17.1	1.1	6.7	-7.6	0.6	.	-7.1	-9.8	CN(C)C(=O)c1ccc(OCC(F)(F)F)nc1
-24.9	-24.9	-5.4	-1.9	-9.1	-9.2	8.5	-6.6	-4.2	COc1ccc(-c2noc(CSc3nnc(Cc4ccccc4)n3-c3ccc(Cl)cc3)n2)cc1
9.6	-20.9	-9.7	0.1	-3.6	-1.0	-1.5	-19.4	-11.2	O=C(COC(=O)c1cc(S(=O)(=O)Nc2ccccc2Cl)ccc1O)Nc1nc2ccccc2s1
-9.8	-9.4	-2.2	3.4	-21.4	-0.1	7.4	-1.1	-11.3	COc1ccc(CN2CCN(C3CCOCC3)CC2CCO)c(C)c1C (centres undefined)
-15.2	-5.9	1.3	5.1	-7.9	0.6	0.5	-3.0	-1.4	Cc1cccc(-c2ncc(CN3CCN(CCC(C)C)C(CCO)C3)cn2)c1 (centres undefined)
15.7	1.0	-3.1	2.9	0.4	0.4	-3.3	11.4	-3.7	Cc1ccc(NC(=O)COc2cccnc2[N+](=O)[O-])cc1S(=O)(=O)N1CCOCC1
-13.3	2.3	-1.7	-2.4	-4.7	-0.9	.	-17.2	-3.3	Cc1nc(SCC(N)=O)c(C#N)c(C)c1C

Taken from above.
Value for `CCOC(=O)c1cccc(NC(=O)CSc2nc(N)cc(N)n2)c1` under Mdm2 ligase inh: -15.5
Value for `COc1ccc(Oc2nnc(C)c3ccccc23)cc1` under Mdm2 ligase inh: -13.4

Next compounds follow:
NPY2 pot ag	Hck-Nef inh	Runt-SMMHC FRET	p97 ATPase inh	Mdm2 ligase inh	Runt-CBFb FRET	NPY Y1 blocker	NPY-Y1 PAM-ag	RBBP9 inhibitor	smiles
-5.7	1.6	4.9	4.1	-11.0	0.7	.	3.1	-5.8	O=C(c1cc(COc2c(F)cccc2F)on1)N1CCSCC1
-5.1	3.0	-4.2	0.6	13.3	-6.6	-0.7	-16.6	3.3	CCOC(=O)c1c(NC(=O)CSc2nnc(-c3cccnc3)o2)sc2c1CCC2
17.7	15.6	1.2	-5.3	-11.8	-0.4	-3.0	9.6	-17.8	FC(F)(F)c1cccc(NC(=S)NCc2ccc(Cl)cc2)c1
-9.3	1.4	1.4	-1.8	-7.6	0.7	10.3	-2.1	-4.5	COc1ccc(OC/C(O)=C(\C#N)c2nc3ccccc3[nH]2)cc1
-7.2	17.6	3.6	-2.0	-18.1	-0.2	-3.2	4.1	-3.1	COCCNC(=O)C(c1cccnc1)N(Cc1ccccc1)C(=O)Cn1nnc2ccccc21 (centres undefined)
6.8	2.3	-5.0	-3.4	-5.4	-1.6	2.5	-7.6	-6.5	Cc1ccsc1C(=O)N/N=C/c1ccc([N+](=O)[O-])cc1
9.4	21.0	14.3	3.0	-5.5	2.5	-1.2	15.1	-5.7	COC(=O)CSc1nc2nc(C)cc(C)n2n1
5.4	50.8*	-14.7	8.4	3.0	12.7	2.3	14.2	-5.4	CNc1ccc(Br)cc(C(=O)/C=C/c2cccc(Cl)c2Cl)c1=O
19.2	1.4	-3.9	7.4	-5.3	0.7	-5.8	36.6	-30.9	O=[N+]([O-])c1ccc(NC(=S)NCCc2ccc(Cl)cc2)cc1
-8.4	0.8	-1.3	-2.7	-8.2	11.6	1.0	0.6	-5.3	CC(=O)N1CCN(c2ccc(NCc3ccc4c(c3)OCO4)cc2)CC1

Hck-Nef inh, hit marks shown above.
NPY2 pot ag	Hck-Nef inh	Runt-SMMHC FRET	p97 ATPase inh	Mdm2 ligase inh	Runt-CBFb FRET	NPY Y1 blocker	NPY-Y1 PAM-ag	RBBP9 inhibitor	smiles
5.4	50.8*	-14.7	8.4	3.0	12.7	2.3	14.2	-5.4	CNc1ccc(Br)cc(C(=O)/C=C/c2cccc(Cl)c2Cl)c1=O

Next part:
NPY2 pot ag	Hck-Nef inh	Runt-SMMHC FRET	p97 ATPase inh	Mdm2 ligase inh	Runt-CBFb FRET	NPY Y1 blocker	NPY-Y1 PAM-ag	RBBP9 inhibitor	smiles
11.2	0.6	41.8	-1.4	-26.1	6.0	-7.5	-1.9	-10.2	CCN1C(=S)SC(=O)C1=C1C=C(C)N(CCO)C(C)=C1
2.2	-24.0	-0.9	1.5	-13.7	0.0	2.1	-3.4	-4.1	NC(=O)C1CCN(C(=O)CSc2nc3ccccc3s2)CC1
-21.9	73.2*	2.1	4.9	-54.8	1.9	-2.5	2.5	-8.2	Cc1ccc2occ(C3N[C@H](C(=O)O)CS3)c(=O)c2c1 (some centres undefined)
-3.1	-4.4	0.6	2.8	-2.9	-0.6	7.0	-19.8	-10.4	COc1cc2c(cc1OC)CN(S(=O)(=O)c1cccs1)CC2
3.9	-0.1	-0.4	-2.7	-11.9	1.3	-3.2	3.2	-11.8	COc1ccc(NC(=O)CNc2cccc(C#N)c2)cc1Cl
5.8	1.0	-2.9	-0.9	22.0	1.8	5.3	-24.9	-0.1	Cc1ccc(OCc2ccoc2C(=O)O)cc1C
-14.7	2.3	-0.2	-1.4	-10.1	2.7	2.8	-1.0	-1.0	CC(CCc1ccco1)NC(=O)Cn1nc(Cc2ccncc2)c2ccccc2c1=O (centres undefined)
14.6	0.2	0.1	-4.1	-16.8	1.2	2.2	-11.5	-7.2	Cc1c(NC(=O)c2cc3nc(-c4ccccc4)cc(C)n3n2)c(=O)n(-c2ccccc2)n1C
30.5	4.1	-3.7	9.8	-1.6	1.6	-11.8	38.7*	4.0	Oc1ccccc1Cn1c(-c2ccccc2O)nc2ccccc21
0.7	17.8	3.5	3.7	-1.4	0.0	-1.8	1.3	0.1	Cc1c(-n2c(SCC(=O)NC(C)C)nc3ccccc3c2=O)c(=O)n(-c2ccccc2)n1C
-7.1	16.8	-2.0	4.0	6.1	0.2	-2.7	6.9	-13.1	COc1ccccc1Nc1nnc(SCC(=O)Nc2nc(-c3ccc(F)cc3)cs2)s1
-21.2	0.4	1.9	1.2	-4.0	1.3	5.1	1.2	-8.8	CCCCNc1c(NC(C)=O)c(=O)oc2ccccc12
5.8	4.0	4.4	-1.1	1.4	-1.6	-0.2	8.0	-2.4	Cc1ccc(S(=O)(=O)NNC(=O)NC23CC4CC(CC(C4)C2)C3)cc1
-5.0	0.9	-2.8	2.7	-15.5	-3.8	2.2	10.0	-6.7	CC1Cc2ccccc2N1C(=O)CSc1nc(-c2ccco2)cc(C(F)(F)F)n1 (centres undefined)
0.1	2.9	0.9	-2.1	2.4	-1.5	-2.7	6.7	-7.2	Cc1c(Cl)c([N+](=O)[O-])nn1CCCC(=O)Nc1ccc(Cl)cc1Cl
16.0	0.0	-0.7	2.7	-3.5	-2.5	2.7	0.9	1.6	CCOC(=O)c1cc2c(n(-c3ccc(C)cc3)c1=O)CCCC2=O
-9.5	7.2	-4.7	-2.3	-7.2	-0.3	-2.4	-8.8	-6.0	O=c1[nH]ncc(NCCCO)c1Cl
18.6	46.9	28.9	9.8	-4.1	20.3	.	9.8	-1.5	O=C(O)c1cccc(-n2cccc2/C=C2/NC(=O)N(c3cccc(Cl)c3)C2=O)c1
-2.1	1.4	4.6	1.4	-75.0	0.9	3.4	-2.4	-4.9	Cc1cc2ncc(-c3ncc(C(F)(F)F)cc3Cl)cn2n1
-11.4	-0.1	-19.4	-3.9	-3.7	-2.1	1.9	-15.0	0.3	Cc1nc2ccc(C(=O)OCc3ccccc3Br)cc2nc1C
-3.0	12.4	42.7	6.6	-5.8	10.1	-2.4	-10.4	-10.7	CCc1nnc(NS(=O)(=O)c2ccc(N/C=C\C(=O)c3ccc4ccccc4c3)cc2)s1
10.3	-3.0	-1.3	-0.3	0.9	-5.3	-1.2	7.2	-9.3	CC(Oc1ccccc1)C(=O)N=Nc1c(O)[nH]c2ccc([N+](=O)[O-])cc12 (centres undefined)
-0.2	25.1	-1.8	5.0	.	-1.7	.	10.5	0.7	COc1ccc2c3c([nH]c2c1)C(C)N(C(C)=O)CC3 (centres undefined)
-1.4	5.3	-2.3	5.7	-3.9	122.0*	2.3	-12.3	-5.9	CC1(C)c2ssc(=S)c2-c2ccccc2N1C(=O)c1ccco1
9.8	-1.1	-0.3	4.5	-6.8	2.7	-3.9	17.0	4.1	CCn1c(C)c(CCC(=O)O)c(=O)n2nc(-c3ccccc3OC)cc12
-9.1	21.4	-3.0	2.8	-3.5	-0.4	-2.4	-4.8	-7.4	Cc1cc(C)c(C(=O)/C=C/c2cccs2)c(=O)[nH]1
7.0	-1.4	-4.0	1.5	2.9	2.1	1.0	4.9	-4.0	CCOC(=O)CC1C(=O)NCCN1C(=O)Nc1ccccc1 (centres undefined)
-4.4	-8.4	40.7	-1.9	4.1	31.0	-0.7	-26.8	-8.2	CCOC(=O)C1=C(CSc2nc(CC)c(C)cc2C#N)OC(N)=C(C#N)C1c1ccc(OC)cc1 (centres undefined)
-4.6	19.9	-4.3	1.3	-8.8	-0.5	-3.8	-11.1	-11.8	CC1SCC(=O)N(CC(=O)Nc2ccc3c(c2)OCCO3)C1=O (centres undefined)
0.5	22.4	-3.0	-0.9	-16.7	1.6	1.7	5.3	-7.3	CC(=O)C1=C(C)NC(=O)NC1/C=C/c1ccccc1 (centres undefined)
-25.6	13.7	-0.3	0.7	-0.2	2.7	.	-7.4	-3.7	O=S(=O)(c1ccccc1)N1CN(Cc2ccc(F)cc2)c2nc3ccccc3nc21
0.2	0.4	-1.6	-3.3	-19.4	0.9	-0.5	-8.8	-8.3	CCCCCCSc1nc2c(c(=O)[nH]c(=O)n2C)n1C

From PubChem
